# Source: PubChem BioAssay (National Center for Advancing Translational Sciences (NCATS))
# S3 lipid droplet – qHTS Assay for Lipid Storage Modulators in Drosophila S3 Cells; Potency in µM for hits, for the others lipid storage change, negative = inhibition, % at the top dose, mostly 46.1 µM; hit rate 0.64% among 320,000; Drosophila S3 cells, BODIPY lipid droplet fluorescence, 18-24 h; cells fed with added oleic acid; active = well fitted inhibition curve with a large enough effect in the signal ratio, with a control signal flat, not every such curve was filed as active; inconclusive = small, poorly fitted or top-dose-only effect, or effect the other way, or a change in a side signal; the % refers to the signal ratio
#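 Drosophila S3 cells got compounds at several concentrations plus oleic acid (400 uM solution). Laser-scanning cytometry with 488 nm excitation read lipid droplets at 500-530 nm and cells at 575-640 nm. Percent activity was relative to 20 uM Triacsin C.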
# S3 lipid droplet cell count max – recorded beside S3 lipid droplet, whose call it bears; cell number change, %; measured here: cell count max response;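 cells counted by Cell Tracker Red CMTPX staining in the red channel; peak over a dose series mostly up to 46.1 µM; percent activity relative to internal control wells on each plate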
# Numbers without * were called inactive; i = inactive; ? = inconclusive; . = no result given; [ ] = remark or other dose. % is scaled to controls: 0 for no effect and ±100 for the full control effect; potency is read from the fitted curve at half-maximal effect. The list is partial; the hit share may differ from the screen's.
# Order of results: S3 lipid droplet cell count max	S3 lipid droplet
1. COc1ccc(CC(=O)Nc2nc(-c3ccc(F)c(F)c3)cs2)cc1OC
  21.0*	6.51µM*
2. COc1ccc(CN(C)CC2CCCN(CCc3ccc(Cl)cc3)C2)cc1OC (centres undefined)
  -4.1	i
3. O=C(NC1CC1)C1CCN(C2CCN(Cc3ccccc3C(F)(F)F)CC2)CC1
  .	?
4. O=C(c1ccc(S(=O)(=O)Nc2ccc(F)cc2)cc1)N1CCN(c2ccccn2)CC1
  .	?
5. CCN(CC(=O)Nc1ccccc1C(F)(F)F)C(=O)C1CSC2(C)CCC(=O)N12 (centres undefined)
  -8.5	-4.0%
6. CC(C)OCCCNC(=O)NC(=O)c1ccc(Cl)cc1
  18.6	4.4%
7. COc1ccc(C2/C(=C(/O)c3ccc4c(c3)CC(C)O4)C(=O)C(=O)N2Cc2ccncc2)cc1 (centres undefined)
  14.9	i
8. Cc1ccc(CCNC(=O)C23CN(Cc4ccccc4)CC2C(c2cccc([N+](=O)[O-])c2)=NO3)cc1 (centres undefined)
  .	i
9. COc1ccc(NC(=O)CNC(=O)Cc2cccc3ccccc23)c(OC)c1
  -9.9	21.3%
10. CCN(CC)c1nc2n(c(=O)n1)CCN2CC
  14.9*	5.17µM*
11. Cc1nn(CC(=O)Nc2ccccn2)c(C)c1[N+](=O)[O-]
  22.3	i
12. Cc1cccc(NNC(=O)C2CCC2)c1
  -0.1	-6.7%
13. N/C(=N\OC(=O)Cc1ccccc1[N+](=O)[O-])c1cccnc1
  21.7	5.7%
14. CC(C)(C)N/N=C/c1cc(Cl)cc([N+](=O)[O-])c1O
  -6.8	5.2%
15. CC1CN(C(=O)N2CCCCC2)CCN1C(=O)N1CCCCC1 (centres undefined)
  .	?
16. Cc1noc(C)c1COc1ccccc1C(=O)NCCOc1ccccc1F
  2.6	5.8%
17. Cc1cc(N2CCN(C)CC2)nc2ccc(NC(=S)N3CCN(c4ccc(Cl)cc4)CC3)cc12
  -8.7	-2.7%
18. COc1cccc(/C=N/Nc2nc(C)cc(=O)[nH]2)c1OC
  -21.6	i
19. O=C(/C=C/c1ccccc1Cl)c1ccc[nH]1
  .	?
20. CCc1cccc(CC)c1NC(=S)NCc1ccc2[nH]c(C)cc2c1
  .	?
21. COc1ccc(C2=NS(=O)(=O)N(C)C(C(=O)Nc3ccc(OC)c(OC)c3)=C2)cc1
  .	?
22. CC1=CC=CC2=NC(=O)CC(C)(C(=O)O)N12 (centres undefined)
  5.3	16.6%
23. O=C(CSCc1nc2ccccc2[nH]1)Nc1ccc2ccccc2c1
  .	?
24. Cc1ccc(CNCC(=O)Nc2ccc(N3CCOCC3)cc2)cc1
  14.5	0.6%
25. CCOC(=O)C1CCN(S(=O)(=O)c2ccc(OC)c(OC)c2)CC1
  .	i
26. O=C(Nc1ncn[nH]1)c1ccc(Cl)cc1Cl
  .	i
27. N#CCSc1nc2[nH]ncc2c(=O)n1-c1ccccc1Br
  .	?
28. Cc1noc(C)c1S(=O)(=O)Nc1ccc(C(=O)NCc2ccccc2)cc1
  -1.0	17.1%
29. Cc1cccc(OCC(=O)N2CCN(C(=O)CCC3CCCC3)CC2)c1
  .	?
30. COc1ccccc1-c1cnn2c(NC3CCCC3)cc(C)nc12
  -7.0	i
31. COC(=O)C1C(=O)C2=C(CC1C)NC(C)=C(C(=O)OC1CCCC1)C2c1ccc(N(C)C)cc1 (centres undefined)
  .	?
32. O/N=C/c1cc2ccccc2n1Cc1ccccc1F
  .	?
33. Cc1cc(/C=C2\SC(=O)N(C)C2=O)c(C)n1-c1cccc(C(=O)O)c1
  5.8	8.2%
34. CCC(O)(CC)C(=O)NN(C(=O)Nc1csc2c1CCCC2)c1ccccc1
  15.5	-0.5%
35. COCCCn1c(SCC(=O)Nc2ccccc2)nnc1-c1ccncc1
  -1.0	9.5%
36. COc1ccc(CNC(=O)CN(C(=O)CCC(=O)Nc2nccs2)c2ccc3c(c2)OCO3)cc1
  .	?
37. Cc1ccc(C(=O)NC(=S)Nc2cc(-c3nc4ccccc4s3)ccc2C)cc1
  -2.4	1.6%
38. CCc1ccc2nc(N3C(=O)c4oc5ccccc5c(=O)c4C3c3ccc(OC)c(OC)c3)sc2c1 (centres undefined)
  .	?
39. Cc1cccc(-c2noc(-c3ccccc3C(=O)NCc3ccco3)n2)c1
  -13.3	0.5%
40. Cc1nnc(SCC(=O)NC2CCCCC2)n1C1CCCCC1
  .	?
41. CC1(C)C(c2ccc(Cl)cc2)=[N+]([O-])C2(CCCC/C2=N\O)N1O (centres undefined)
  .	?
42. O=C(CCNS(=O)(=O)c1ccccc1C(F)(F)F)NCCCSc1ccccc1
  .	?
43. Cc1ccc(NC(=O)CCCCCC2NC(=O)NC2C)cc1 (centres undefined)
  13.9	-35.7%
44. COc1ccc(OC)c(NC(=O)CCCNC(=O)c2ccc(Cl)cc2)c1
  .	?
45. Cc1ccc(CSc2nnc(-c3ccc4c(c3)OCO4)o2)cc1
  -2.1	i
46. CCN(CC(=O)Nc1ccc(NC(C)=O)cc1)C(=O)C1CC(=O)N(Cc2ccc(C)cc2)C1 (centres undefined)
  .	?
47. Cn1/c(=N/N=C/c2ccc(Cl)c([N+](=O)[O-])c2)sc2ccccc21
  -14.5	0.7%
48. Fc1ccc(C(CNC(=S)NC2CCCCC2)N2CCOCC2)cc1 (centres undefined)
  .	?
49. O=C(O)/C=C/C(=O)Nc1ccc2c(c1)C(=O)c1ccccc1C2=O
  21.1	24.9%
50. CC(C)(C)NC(=O)NC(=O)CN1CCN(c2ccccc2)CC1
  .	6.8%
51. NS(=O)(=O)c1ccc(CCNC(=O)Cc2ccc(S(=O)(=O)N3CCOCC3)s2)cc1
  -7.9	-7.0%
52. COc1ccccc1C(=O)COC(=O)CNS(=O)(=O)c1ccc(NC(C)=O)cc1
  -16.7	1.3%
53. Cc1cc(C(F)F)n2nc(C(=O)NCc3ccccc3F)nc2n1
  .	?
54. O=C(NCC(=O)N1CCCCCCC1)c1cccc([N+](=O)[O-])c1
  .	?
55. Cc1ccc(SCC(=O)OC(C)C(=O)Nc2ccc(S(N)(=O)=O)cc2)cc1C (centres undefined)
  .	?
56. CC(=O)Cn1c(CN2CC(C)CC(C)C2)nc2c1c(=O)n(C)c(=O)n2C (centres undefined)
  -3.0	17.1%
57. COc1ccc(C)cc1NC(=O)CCNS(=O)(=O)c1cccc(C(F)(F)F)c1
  10.9	-3.8%
58. Cc1cc(OC(F)F)ccc1NC(=O)Nc1ccc([N+](=O)[O-])cc1
  .	?
59. O=C(COc1ccc(S(=O)(=O)Nc2ccccc2)cc1)NCc1ccccn1
  .	?
60. O=C(Cc1ccccc1)Nc1ccc2oc(-c3ccncc3)nc2c1
  -23.4	i

# Grouped by structure: those above with two or more sulfur atoms (4)
# Order of results: S3 lipid droplet cell count max	S3 lipid droplet
37. Cc1ccc(C(=O)NC(=S)Nc2cc(-c3nc4ccccc4s3)ccc2C)cc1
  -2.4	1.6%
42. O=C(CCNS(=O)(=O)c1ccccc1C(F)(F)F)NCCCSc1ccccc1
  .	?
51. NS(=O)(=O)c1ccc(CCNC(=O)Cc2ccc(S(=O)(=O)N3CCOCC3)s2)cc1
  -7.9	-7.0%
55. Cc1ccc(SCC(=O)OC(C)C(=O)Nc2ccc(S(N)(=O)=O)cc2)cc1C (centres undefined)
  .	?

# (more compounds)
# Order of results: S3 lipid droplet cell count max	S3 lipid droplet
61. Cn1c(=O)c([N+](=O)[O-])c(NCC(O)c2ccccc2)c2ccccc21 (centres undefined)
  -9.6	10.5%
62. c1ccc(-c2cn3c(n2)CCC3)cc1
  .	?
63. O=C(NCc1ccccc1)c1nc[nH]c1C(=O)N1CCN(c2ccccc2)CC1
  .	?
64. O=C(Nc1ccncc1)c1cc(F)cc(F)c1
  .	?
65. Cc1ccc(-c2cc(Cc3ccc(F)cc3)c(=O)[nH]n2)cc1
  1.9	22.1%
66. Cc1ccc(C(C(=O)NC2CCCCC2)N2CCCC2)cc1 (centres undefined)
  .	?
67. CC1CCCCN1C(=O)CN(C)S(=O)(=O)c1cccc2nsnc12 (centres undefined)
  .	i
68. CCCCC(=O)N1C/C=C\C(c2ccc(OC)cc2)N(Cc2ccc(F)cc2)C(=O)[C@H]1Cc1ccccc1 (some centres undefined)
  .	?
69. Nc1[nH]n(-c2ccccc2)c(=O)c1N=Nc1ccccc1
  .	?
70. COc1ccc(/C=C2\CCc3ccccc3C2=O)cc1OC
  .	?
71. NC(=O)COc1ccc(/C=N\NC(=O)c2ccc(-c3ccccc3)cc2)cc1
  .	?
72. Cn1c(CC(=O)Nc2ccc(Cl)c(Cl)c2)nnc1SCC(=O)Nc1nccs1
  .	?
73. O=C(O)c1cccc(NC(=S)NC(=O)c2ccc3ccccc3c2)c1
  .	?
74. O=C(NCCCN1CCC(Cc2ccccc2)CC1)C1CC(=O)N(C2CCCCCC2)C1 (centres undefined)
  .	-8.9%
75. CC(/C=N/NC(=O)Cc1cccs1)=C\c1ccco1
  .	?
76. Cc1ccc(OCCC(=O)OCC(=O)NCCc2ccc(Cl)cc2)cc1
  7.1	11.9%[0.0737 µM]
77. Cc1ccc(NC(=O)CNCc2ccc(Cl)cc2Cl)cc1S(=O)(=O)N(C)C
  4.5	i
78. O=C(CCS(=O)(=O)c1ccccc1)N(CCCN1CCOCC1)c1nc2ccccc2s1
  .	?
79. CCOc1cc(C(=O)NCC2CCCO2)cc(OCC)c1OCC (centres undefined)
  .	i
80. CCCCNc1ccc(C(CC(N)=O)NC(=O)c2ccccc2)cc1[N+](=O)[O-] (centres undefined)
  .	?
81. Cc1ccc(C23OCCN2CCn2nc4ccccc4c23)cc1 (centres undefined)
  -7.0	i
82. COc1ccc(C(=O)c2sc(NC(C)C)nc2N)cc1OC
  -27.2	-4.5%
83. Clc1ncc(Cn2cccn2)s1
  6.7	-4.6%
84. c1ccc(C2OCC3(CO2)COC(c2ccccc2)OC3)cc1 (centres undefined)
  .	?
85. CCOC(=O)C1=C(c2ccccc2)NC(=O)NC1c1cc(OC)c(OC)c(OC)c1 (centres undefined)
  2.1	8.9%
86. COc1ccc(OC)c(NC(=O)Cn2c(=O)n(CC(=O)NCc3ccco3)c(=O)c3ccccc32)c1
  .	?
87. CNC(=O)COC(=O)Cc1ccc(Cl)cc1
  .	?
88. Cc1nc(Cl)sc1C(=O)Nc1cccc2ccccc12
  .	22.4%
89. CCOCCCN(C(=O)CNC(=O)c1ccco1)C(C(=O)NC1CCCC1)c1cccc(OC)c1 (centres undefined)
  .	?
90. CCOc1ccccc1NC(=O)CSc1nc(=O)n(Cc2ccccn2)c2c1CCC2
  .	?
91. CC(C(=O)NC1CC(C)(C)NC(C)(C)C1)c1ccc([N+](=O)[O-])cc1 (centres undefined)
  .	?
92. COc1ccc(C)cc1S(=O)(=O)NCC(c1ccc2c(c1)OCO2)N1CCOCC1 (centres undefined)
  .	?
93. COc1ccc(NC(=O)CC2SC(=N)N(c3ccccc3)C2=O)c(OC)c1 (centres undefined)
  .	?
94. CCOc1ccccc1NC(=O)Nc1ccc(Br)cc1C
  .	?
95. COc1ccc(NC(=O)Cc2c(F)c(F)c(F)c(F)c2F)cc1OC
  5.4	5.5%
96. Cc1nc(N(C)Cc2ccccc2)c2c(C)c(C)sc2n1
  .	?
97. CCCCCNC(=O)c1ccccc1SC
  21.0	i
98. COc1ccccc1N1CCN(CCCCOc2ccc(F)cc2)CC1
  .	?
99. CCN(c1ccccc1)S(=O)(=O)c1cccc(C(=O)O)c1
  -14.3	2.3%
100. COc1ccc(S(=O)(=O)NC2CCCC2)cc1Br
  -2.9	-3.2%

# Profiles, looked up by structure. Values in the order: S3 lipid droplet cell count max, S3 lipid droplet
# CC(C(=O)NC1CC(C)(C)NC(C)(C)C1)c1ccc([N+](=O)[O-])cc1 (centres undefined) in the list: ., ?
# CCOc1ccccc1NC(=O)Nc1ccc(Br)cc1C in the list: ., ?

# Continuation.
# Order of results: S3 lipid droplet cell count max	S3 lipid droplet
101. COc1cc(C(=O)OCc2csc(CC(=O)Nc3ccccc3C)n2)ccc1OCC(C)C
  .	?
102. Cc1cc(C(=O)NC2CCCN(Cc3ccc(Cl)cc3)C2)c(C)o1 (centres undefined)
  .	?
103. COc1ccc(CC(=O)Nc2ccccc2N2CCCCC2)cc1OC
  -0.9	8.5%
104. C/C=C/c1ccc(OCC(=O)NCc2ccccc2OC)c(OC)c1
  1.7	6.7%
105. Cc1ccc(-c2noc(CSc3nnc(Cc4ccccc4)n3-c3cccc(C)c3)n2)cc1
  .	?
106. CCN(CC(=O)NCc1cccs1)C(=O)/C=C/c1cc(OC)ccc1OC
  .	?
107. CCN1CCN(Cc2c(C)[nH]c3ccc(OC)cc3c2=O)CC1
  10.0	i
108. COc1ccccc1OC(=O)Nc1ccc(Cl)cc1
  -11.6	14.1%
109. Cc1ccc(C(=O)O)cc1NC(=O)c1ccc2c(c1)C(=O)N(c1ccc([N+](=O)[O-])cc1)C2=O
  .	i
110. COc1ccc(C(=O)O)cc1N1C(=O)Nc2ccccc2N1O
  .	?
111. CCOC(=O)N1CCC(N2CCN(S(=O)(=O)c3ccc4ccccc4c3)CC2)CC1
  .	?
112. COc1ccc(N2CCN(S(=O)(=O)CCNC(=O)Cc3ccc([N+](=O)[O-])cc3)CC2)cc1
  4.3	6.6%
113. Cc1nn2c(=O)c(NC(=O)c3ccc(F)cc3)cnc2s1
  .	?
114. COC(=O)N1CCN(c2ccc(OC)cc2)CC1
  .	i
115. O=C(Nc1ccccn1)c1cccs1
  .	?
116. COc1ccc(S(=O)(=O)n2ccc(-c3cnc(-c4ccccc4)s3)n2)cc1
  .	?
117. COc1ccc(S(=O)(=O)N2CCOC2CNC(=O)C(=O)NCc2cccnc2)cc1OC (centres undefined)
  .	?
118. CC(=O)Nc1cccc(NC(=O)c2ccc(C(=O)Nc3cccc(NC(C)=O)c3)nc2)c1
  .	-14.9%
